High-throughput results as filed in PubChem BioAssay.
NCOA2 inhibitor = human SRC2 (NCOA2) inhibition; inhibition, % at 9 µM; Q15596; HEK293 GAL4-SRC2 luciferase reporter, luminescence; 370,000 tested, 0.17% active;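 active = inhibition above the mean inhibition of all tested compounds plus 3 SD, set per campaign, cut at about 52% in these data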;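 also: 0% = DMSO treated cells and 100% = cells given Gossypol at 36 µM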
TRAIL sens C8 = caspase-8 TRAIL sensitization. 360,000 tested, 1% active. inhibition (viability loss, TRAIL sensitization), % at 10 µM. AID 624354. NB7+C8 cells + TRAIL, ATPlite viability luminescence;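 active = compounds causing at least 50% loss of cell viability in the single-dose screen, relative to plate controls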
NCOA1 inh = inhibitors of human steroid receptor coactivator 1 (SRC1). HEK293 GAL4-SRC1 luciferase reporter, luminescence. 360,000 tested, 0.12% active. inhibition, % at 3.6 µM. Q15788;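 active = inhibition above the campaign mean plus 3 SD, with each screening campaign given its own cutoff, cut at about 60% in these data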;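 also: 0% = DMSO treated cells and 100% = gossypol at 36 µM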
Target sequence (Q15788 whole entry, looked up, the tested form may be a part): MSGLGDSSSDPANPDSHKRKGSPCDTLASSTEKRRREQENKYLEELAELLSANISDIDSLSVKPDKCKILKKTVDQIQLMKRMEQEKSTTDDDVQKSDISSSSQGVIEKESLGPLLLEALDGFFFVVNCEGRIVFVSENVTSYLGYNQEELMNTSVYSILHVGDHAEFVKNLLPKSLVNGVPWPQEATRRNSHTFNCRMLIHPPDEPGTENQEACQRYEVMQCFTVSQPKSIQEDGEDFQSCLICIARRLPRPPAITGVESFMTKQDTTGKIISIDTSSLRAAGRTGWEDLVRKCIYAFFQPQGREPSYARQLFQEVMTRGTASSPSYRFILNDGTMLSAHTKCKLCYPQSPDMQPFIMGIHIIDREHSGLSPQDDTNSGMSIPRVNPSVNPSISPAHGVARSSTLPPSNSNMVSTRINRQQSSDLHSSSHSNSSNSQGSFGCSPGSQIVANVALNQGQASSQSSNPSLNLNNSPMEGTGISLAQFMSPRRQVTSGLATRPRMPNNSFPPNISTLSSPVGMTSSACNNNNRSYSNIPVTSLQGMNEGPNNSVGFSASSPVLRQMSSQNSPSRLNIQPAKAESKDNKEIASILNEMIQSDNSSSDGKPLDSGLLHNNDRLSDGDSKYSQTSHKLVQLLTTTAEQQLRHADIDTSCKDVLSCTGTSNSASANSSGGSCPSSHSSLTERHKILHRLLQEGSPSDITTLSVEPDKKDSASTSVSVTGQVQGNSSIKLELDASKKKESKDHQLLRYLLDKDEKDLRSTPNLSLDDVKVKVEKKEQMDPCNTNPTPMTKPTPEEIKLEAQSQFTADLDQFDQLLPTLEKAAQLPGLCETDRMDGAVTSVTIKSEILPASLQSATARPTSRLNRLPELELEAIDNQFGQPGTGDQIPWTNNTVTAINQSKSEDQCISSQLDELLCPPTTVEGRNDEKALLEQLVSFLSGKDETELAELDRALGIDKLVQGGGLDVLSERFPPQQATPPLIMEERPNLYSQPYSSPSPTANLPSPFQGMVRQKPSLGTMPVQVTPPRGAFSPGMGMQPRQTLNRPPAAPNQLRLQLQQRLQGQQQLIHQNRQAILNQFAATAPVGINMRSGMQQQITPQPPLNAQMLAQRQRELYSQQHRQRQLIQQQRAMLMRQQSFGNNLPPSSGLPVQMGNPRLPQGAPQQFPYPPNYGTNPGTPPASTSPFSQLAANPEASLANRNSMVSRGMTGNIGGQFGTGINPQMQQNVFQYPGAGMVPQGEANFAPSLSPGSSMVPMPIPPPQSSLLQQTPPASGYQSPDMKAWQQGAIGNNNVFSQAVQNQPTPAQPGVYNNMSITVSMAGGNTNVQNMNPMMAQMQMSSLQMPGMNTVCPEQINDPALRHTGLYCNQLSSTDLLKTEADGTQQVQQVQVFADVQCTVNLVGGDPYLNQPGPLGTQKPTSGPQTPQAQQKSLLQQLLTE
TLR9-MyD88 inh = inhibitors of human TLR9-MyD88 binding; Q9NR96+Q99836; 340,000 tested, 0.21% active; CHO BLA complementation TLR9-MyD88, CCF4 FRET ratio; inhibition, % at 4.98 µM;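 active = inhibition above the mean over all tested compounds plus 3 SD, cut at about 21% in these data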;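 also: 0% = DMSO only wells and 100% = clavulanate BLA inhibitor control wells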
NCOA3 inh = human NCOA3 inhibition. Q9Y6Q9. HEK293 GAL4-SRC3 luciferase reporter, luminescence. inhibition, % at 3.6 µM. 360,000 tested, 0.17% active. AID 588352;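 active = inhibition above a per-campaign cutoff, the mean of all compounds plus 3 SD, cut at about 60% in these data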;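 also: 0% = DMSO-treated cells and 100% = gossypol-treated cells at 36 µM; higher means less SRC3-driven luciferase light from the GAL4 reporter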
EBV LMP1 NFkB = reduces LMP1-driven NF-kappaB luciferase signal; LMP1-induced NF-kappaB luciferase reporter cells, luminescence; inhibition, % at 12.5 µM; 350,000 tested, 0.69% active; AID 504558; in the data active = inhibition above about 41%;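 also: 0% = neutral control wells and 100% = reference inhibitor control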
NOD2 RIPK2 PPI = NOD2-RIPK2 protein interaction inhibition | O43353 | CHO BLA complementation NOD2-RIPK2, CCF4 ratio | inhibition, % at 4.98 µM | 360,000 tested, 0.38% active | AID 624267; in the data active = inhibition above about 21%;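 also: 0% = vehicle only and 100% = reference blocker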
NR2F2 inh = NR2F2 (human) inhibition, primary screen | P24468 | AID 686940 | inhibition, % at 8.6 µM | 370,000 tested, 0.7% active | HEK293T NGFI-A luciferase reporter, luminescence;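 active = inhibition above a per-plate cutoff, mean inhibition of test wells between control levels plus 3 SD, cut at about 38% in these data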;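 also: cells cotransfected with COUP-TFII expression vector driving the NGFI-A reporter; 0% = median of COUP-TF2 test wells and 100% = reporter-only cells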
TROY signal inh = inhibitors of TROY-dependent NF-kB signaling | AID 1347056 | inhibition, % at 10 µM | 360,000 tested, 0.98% active | Q293 LMP1-TROYcd NF-kB luciferase reporter, 4 h;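 active = compounds whose plate-normalised and pattern-corrected inhibition of the luciferase reporter signal at the single screening dose is 50% or more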
Vif inh = inhibitors of HIV Vif. HEK293T cells, Vif self-association by quenched fluorescence, imaging, 24 h. inhibition, % at 7.49 µM. 340,000 tested, 0.35% active. AID 602346; in the data active = inhibition above about 50%, passing the limit was not always enough; also: some results filed as inactive read as strong as hits
NR5A2 inv ag = inverse agonists of human LRH-1 (NR5A2). HEK293T StAR-luciferase reporter, LRH-1 transfected, 24 h. AID 602396. inhibition, % at 3.6 µM. 360,000 tested, 0.13% active. O00482;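 active = inhibition above the mean inhibition of all tested compounds plus 3 SD, cut at about 73% in these data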;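 also: 0% = DMSO wells and 100% = reporter-only cells lacking LRH-1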
* hit, by the source's call; x = no result given. Not all compounds are listed; the hit share may differ from the screen's.

SMILES | NCOA2 inhibitor | TRAIL sens C8 | NCOA1 inh | TLR9-MyD88 inh | NCOA3 inh | EBV LMP1 NFkB | NOD2 RIPK2 PPI | NR2F2 inh | TROY signal inh | Vif inh | NR5A2 inv ag
CCN(CC(=O)Nc1ccc(NC(C)=O)cc1)C(=O)C1CCCC1 | 15.4 | -2.5 | -19.0 | -1.9 | 8.6 | 6.4 | 1.2 | -8.3 | -13.0 | 7.4 | -8.5
CCOC(=O)CNC(=O)Cn1cnc2c(nnn2-c2ccc(OC)cc2)c1=O | 11.2 | -17.8 | -62.7 | -2.2 | -4.4 | 3.3 | 2.0 | 1.9 | -1.6 | 16.9 | -11.7
Cc1ccsc1C=Nc1ccc(O)cc1 | x | -3.4 | -22.3 | 3.3 | 0.6 | 4.7 | 1.9 | x | 5.7 | 19.5 | -10.1
N#CC1=C(S)N(c2ccccc2)C(c2ccc(-c3ccccc3Cl)o2)NC1=O (stereo not drawn) | 8.8 | -7.3 | -3.9 | 11.3 | -6.3 | -7.0 | 1.4 | 20.0 | -29.5 | 7.3 | -21.6
COCc1cc(S(=O)c2ccc(Cl)cc2)nc(C)n1 (stereo not drawn) | 31.4 | 1.1 | -17.6 | -1.0 | 2.3 | 5.5 | 1.4 | -15.5 | -2.2 | x | 4.8
CCCC1CC(C)(c2csc(Nc3ccc(OCC)cc3)n2)OC1=O (stereo not drawn) | 14.7 | 12.1 | -10.1 | 1.5 | 9.0 | -24.6 | -10.2 | 15.7 | 29.4 | -10.7 | -15.6
CSCc1ccc(C(=O)NCc2ccc(C)cc2)cc1 | -13.7 | -4.8 | -6.1 | 4.5 | -30.1 | -7.0 | -9.1 | 0.8 | -20.9 | -1.3 | -10.1
COc1ccc2ccccc2c1C1NC(=O)NC(C)=C1[N+](=O)[O-] (stereo not drawn) | 9.8 | 8.0 | -9.9 | -13.1 | -4.1 | x | -4.6 | -14.2 | 12.9 | -7.1 | 11.1
CCOc1c(Cl)cc(CNCc2ccccn2)cc1OC | -9.9 | 5.9 | 0.3 | 0.9 | -6.2 | -0.2 | -7.3 | -3.5 | 6.5 | -3.9 | -8.1
COc1ccc(C2NCCc3c2[nH]c2ccccc32)cc1CSc1nc2ccccc2s1 (stereo not drawn) | 3.4 | -0.4 | 4.2 | 16.2 | 6.5 | -17.5 | 6.8 | 0.2 | 0.4 | -1.7 | 26.4
O=C(c1ccco1)N1CCN(S(=O)(=O)Cc2ccc(Cl)cc2)CC1 | 1.9 | -8.8 | 8.5 | 2.6 | 15.3 | -5.6 | 5.9 | -2.3 | -0.1 | 1.1 | 4.4
CN(C)/C=C\C(=C/C(=O)C(F)(F)F)Nc1ccccc1Oc1ccccc1 | 8.1 | -0.9 | -10.1 | 3.5 | 0.7 | 4.7 | 5.5 | -13.6 | -9.0 | -4.2 | 9.8
Cc1sc(NC(=O)CS(=O)(=O)c2ccccc2)c(C#N)c1C | -10.6 | -16.9 | -56.2 | 0.8 | -22.4 | -15.1 | 1.2 | -16.0 | -32.7 | 4.2 | -25.7
CCC(=O)c1cn(CC(=O)Nc2c(C)cccc2C)c2ccccc12 | 21.1 | 7.2 | 3.7 | 6.7 | 0.3 | 0.2 | 6.1 | -8.8 | -2.9 | 8.2 | 5.9
Cc1cc(/C(N)=N/OC(=O)Nc2cccc(C(F)(F)F)c2)no1 | -5.1 | -6.3 | 4.9 | x | 12.3 | -3.4 | -4.9 | -14.4 | -7.9 | -6.8 | -2.1
CC(C)(C)NCCOCCOc1ccc(Cl)cc1C(C)(C)C | -16.0 | 6.2 | 3.9 | 4.0 | -0.5 | -5.6 | -3.6 | -24.3 | 4.7 | 7.0 | -14.1
Cc1cc(C)nc(NC(=O)c2ccc(C)c(C)c2)n1 | -37.5 | 2.9 | 2.8 | -11.2 | -9.0 | -2.2 | -8.1 | 14.3 | -12.9 | -3.0 | -8.7
O=C(NC(=S)Nc1ccc(-c2nc3ncccc3o2)cc1)c1ccccc1F | -3.8 | -11.6 | -5.7 | -3.7 | 21.3 | -13.8 | -6.3 | -0.7 | -27.2 | -8.6 | 17.0
Cc1c(NC(=O)CN2c3cccc4cccc(c34)S2(=O)=O)c(=O)n(-c2ccccc2)n1C | 1.4 | 0.1 | 6.8 | 12.0 | 12.5 | -3.1 | -3.7 | 15.4 | 8.8 | 0.2 | 10.7
O=C(Oc1ccc(-c2nnco2)cc1)c1ccc(F)c(S(=O)(=O)N2CCOCC2)c1 | -14.8 | -21.2 | -13.6 | 5.6 | 13.3 | -5.6 | -0.3 | -4.9 | 40.2 | 6.7 | 6.5
Cc1cc(C(=O)N2CCN(S(C)(=O)=O)CC2)cs1 | -15.6 | 6.2 | 10.2 | -4.8 | 22.8 | 1.8 | 3.4 | 2.3 | -31.2 | x | -18.8
CCCC[C@H](CC(=O)c1ccccc1)[C@@H](OC(C)=O)C(=O)Oc1c(C(C)C)cccc1C(C)C | -5.8 | 4.4 | -22.0 | 2.2 | -4.4 | 2.4 | -4.0 | -5.0 | 4.5 | 1.7 | -1.2
O=C(CC1CCCCC1)Nc1ncn[nH]1 | -1.0 | 8.0 | 0.9 | -5.2 | 12.1 | 0.5 | -6.0 | -7.3 | 10.9 | -1.4 | -12.6
COc1ccc(S(=O)(=O)N2CCN(CCc3ccccc3)CC2)cc1 | 14.7 | 7.7 | -0.6 | -2.0 | 8.0 | -0.2 | -5.1 | 11.4 | 1.1 | -3.0 | -11.7
c1cncc(CSc2nnc3ccc(-c4cccs4)nn23)c1 | 1.4 | -11.3 | -2.4 | -7.0 | 13.7 | 8.1 | 3.9 | -9.6 | 18.6 | 15.5 | -3.9
OC(CSc1nnnn1-c1ccccc1)Cn1c2ccccc2c2ccccc21 (stereo not drawn) | 0.4 | -13.4 | x | x | x | x | -5.7 | 13.7 | 7.9 | x | 3.6
CCOC(=O)c1cc(NC(=O)N(C(C)C)C(C)C)c(C)nc1C | -24.6 | -8.5 | 0.9 | -5.5 | -0.1 | -1.1 | -1.7 | 6.6 | -4.2 | -3.8 | -0.4
C=CCOc1ccccc1CN1CCCC(CCC(=O)N(C)CCc2ccccn2)C1 (stereo not drawn) | -9.8 | -0.4 | 10.9 | 6.0 | -5.7 | 6.9 | -6.3 | -5.6 | -5.5 | 9.6 | 17.8
COC(=O)c1sccc1NS(=O)(=O)c1ccccc1 | 12.7 | -4.5 | -44.7 | -1.9 | 19.7 | -5.6 | -2.7 | 7.3 | 10.9 | 8.0 | -5.5
O=C(CSc1nnc2n1CCCCC2)Nc1ccc(N2CCOCC2)cc1 | 18.8 | -11.8 | 18.4 | -1.0 | 19.1 | -0.1 | -16.9 | -16.6 | -18.9 | 11.4 | 27.0
CN(C)CCNC(=O)C1Cc2c(-c3ccccc3Oc3ccccc3)ccnc2O1 (stereo not drawn) | -14.1 | 19.0 | -5.0 | x | -14.2 | x | 3.0 | 6.7 | 15.6 | -6.9 | -17.8
COc1cccc(NC(=O)CSc2nnc(CN3CCOCC3)n2C)c1 | -4.2 | -1.4 | -26.2 | 11.7 | -5.0 | -0.6 | -1.5 | 4.5 | -18.0 | x | 4.7
Cc1ccc(NC(=O)COC(=O)CCc2c(C)nc3ncnn3c2C)cc1 | -11.4 | -2.8 | -7.0 | -3.4 | 5.2 | 6.2 | 3.0 | -1.3 | 5.8 | 8.6 | -0.7
CCN(CC)S(=O)(=O)c1ccc2c(c1)c(=O)c(C(=O)N1CCN(c3ccccn3)CC1)cn2C | -27.1 | -11.5 | -5.3 | 9.5 | 11.9 | 2.3 | 8.0 | -15.2 | 2.4 | -17.5 | -10.1
CC(=O)Nc1ccccc1C(=O)C(=O)Nc1ccccc1 | -9.5 | -1.6 | -60.2 | -1.6 | -25.3 | -5.1 | -5.9 | -13.3 | 8.5 | -2.3 | -29.9
CNC(=S)NNC(=O)COc1ccc(C)c(C)c1 | 9.7 | -3.6 | -22.3 | -5.4 | 3.2 | 1.8 | -8.4 | -2.7 | -7.7 | -1.0 | -8.3
O=C(N/N=C/c1ccccn1)c1cc(-c2ccccc2Cl)n[nH]1 | -28.2 | 8.7 | -25.3 | -2.8 | -6.1 | 4.4 | -8.1 | -7.3 | -32.9 | -2.5 | 4.2
Cc1ccc(CN2C(=O)CCC2C(=O)NCc2ccco2)cc1 (stereo not drawn) | -1.6 | 4.6 | -4.0 | -8.4 | 17.3 | 6.1 | 7.2 | -12.3 | 27.4 | 13.7 | -19.9
CC(C)CNc1ncnc2c1ncn2[C@H]1CN(CCN2CCOCC2)C[C@@H](CO)O1 | -4.6 | 6.2 | -3.3 | x | 0.6 | x | -8.7 | -8.1 | 3.8 | -0.2 | -1.1
Cc1nn(Cc2ccc(F)cc2)c(C)c1NC(=O)c1cnn2c1NC(c1cccs1)CC2C(F)(F)F (stereo not drawn) | 1.8 | -5.7 | -4.0 | -6.4 | -1.9 | 1.1 | 0.8 | -12.7 | -32.8 | -3.4 | -0.6
N/C(=N\OC(=O)c1ccc2c(c1)OCO2)c1ccc([N+](=O)[O-])cc1 | -36.6 | 14.9 | -12.3 | 3.3 | -6.6 | -45.3 | -19.6 | -6.2 | -49.4 | -3.1 | -17.8
COc1ccc(C(=O)CCc2ccccc2)c(O)c1 | -27.9 | -2.1 | -14.1 | 4.3 | -20.5 | -10.1 | -12.9 | -19.5 | -55.5 | 0.3 | -12.3
COc1ccc(NC(=O)CN2CCC(C(N)=O)(N3CCCCC3)CC2)cc1 | -12.2 | -6.9 | -7.0 | -12.6 | 9.5 | 4.5 | 0.9 | 18.1 | -5.2 | 1.2 | 5.8
Fc1ccc(NCc2nnc(SCc3ccccc3)o2)cc1 | -14.8 | 8.9 | -27.0 | 4.5 | 2.9 | -11.5 | 0.0 | -10.0 | -9.8 | -4.4 | 12.6
COCCCN1C(=O)N(c2ccccc2)C(=O)C1CC(=O)Nc1ccc(F)cc1 (stereo not drawn) | -2.2 | -0.1 | 5.9 | -12.6 | -12.3 | 10.5 | -4.6 | -16.0 | -3.4 | x | 0.8
CCOC(=O)C1=C(C)Nc2sc(C(=O)c3ccc(Br)cc3)c(N)c2C1c1ccc(C(=O)OC)cc1 (stereo not drawn) | x | 12.1 | 19.8 | 9.7 | 14.7 | 9.3 | 27.0* | x | -1.4 | -13.9 | 1.5
CN(CC(=O)Nc1ccccc1Cl)C(=O)CN1C(=O)C2CCCCC2C1=O (stereo not drawn) | 3.8 | -5.2 | -49.1 | 0.0 | 3.6 | 5.1 | -9.6 | -7.0 | -8.0 | -13.3 | 14.3
Cc1ccc(OCC(=O)NNC(=S)NC(=O)c2cccs2)c(C)c1 | -2.0 | 4.1 | -40.0 | 0.2 | -1.0 | 5.1 | -9.9 | -7.7 | 1.9 | 10.9 | -9.4
